Screening results deposited in PubChem by The Scripps Research Institute Molecular Screening Center.
SRC3 TRFRET art: TR-FRET artefact, counter-screen to PPARgamma/SRC-3 agonist assay. 0.39% of 99,000 active. AID 1048. TR-FRET ratio at 8 µM. PPARgamma/SRC-3 format; hits give high values; in the data active = TR-FRET ratio above about 2000; note: inactives centre near 1600; reference of the scale not given here
SRC1 TRFRET art: flags TR-FRET format artefacts in PPARgamma SRC-1 recruitment agonist screen; TR-FRET detection artefact counter-screen, emission ratio; hits give high values; TR-FRET ratio at 8 µM; 0.34% of 99,000 active; AID 1051; in the data active = TR-FRET ratio above about 2300; note: inactives centre near 1800; reference of the scale not given here
An asterisk follows results filed as active. This is a subset; count on the stated rates, not on these rows.

molecule | SRC3 TRFRET art | SRC1 TRFRET art
CC(C)(C)c1ccc(C(=O)Nc2ccc(C=C(C#N)C#N)cc2)cc1 | 1759 | 1675
O=C(N/N=C/c1c(Cl)cccc1Cl)c1ccccc1F | 1631 | 1944
CC(NC(=O)c1ccc(N)cc1)c1ccccc1 (stereo not drawn) | 1497 | 1730
O=C(CN1C(=O)/C(=C/c2cccc(Br)c2)SC1=S)Nc1cccnc1 | 1599 | 1823
CCOc1ccccc1OCCNC1CCCC1 | 1427 | 1883
COc1cccc(C2(O)CCN(C(=O)c3cccs3)CC2)c1 | 1675 | 1866
CCOC(=O)c1ccc(-n2ccnc2)c(NC(=O)c2cccc(Br)c2)c1 | 1773 | 1691
CCN(CC)CCCNC(=S)N(Cc1cccs1)Cc1cc2cc3c(cc2[nH]c1=O)OCCO3 | 1430 | 1971
CCOC(=O)c1c(NC(=O)CSc2cccc[n+]2[O-])sc(C(=O)Nc2ccccc2)c1C | 1654 | 1477
Cc1cccc(Cn2c(CN3CCN(Cc4ccccc4)CC3)nc3c2c(=O)[nH]c(=O)n3C)c1 | 1629 | 1907
Cn1cccc1Cc1nnc(SCC(=O)N2CCOCC2)n1CCc1ccccc1 | 1716 | 1883
Cn1c(N)c(C(=O)COC(=O)c2cc(S(=O)(=O)N3CCCCC3)ccc2Cl)c(=O)n(C)c1=O | 1692 | 1594
Cc1ccc(CNC(=O)C(=O)NCCC2=CCCCC2)cc1 | 1669 | 1973
COCCCNC(=O)C1CCC(CNS(=O)(=O)c2ccc(C)cc2)CC1 (stereo not drawn) | 1404 | 2062
O=C(Oc1ccc2cc(Br)ccc2c1)N1CCCCCC1 | 1582 | 2092
CN(C)S(=O)(=O)c1cc(NC(=O)COC(=O)Cc2ccc(Br)cc2)ccc1Cl | 1745 | 1955
O=C(CSC1=NCCS1)Nc1cccc(F)c1 | 1551 | 1771
CCN(CC)C(=O)Cn1cc(SCC(=O)NCc2ccco2)c2ccccc21 | 1692 | 1744
O=C(N/N=C/c1ccccn1)c1cccs1 | 1736 | 2120
O=C(Cn1[nH]c(=O)c2ccccc2c1=O)Nc1cccc(S(=O)(=O)N2CCCCCC2)c1 | 1808 | 2086
COc1ccc(CCNC(=O)C(CC(C)C)NC(N)=O)cc1 (stereo not drawn) | 1488 | 1784
COc1ccc(C(=O)N2CCCN(C)CC2)cc1S(=O)(=O)N1CCCc2ccccc21 | 1498 | 1984
O=S(=O)(c1ccc(N2CC=C(c3ccccc3)CC2)nc1)N1CCCC1 | 1611 | 1820
O=Nc1ccc(NOC(=O)c2ccccc2)cc1 | 1791 | 1706
Cc1nc2ccc(Cl)cc2c(-c2ccccc2Cl)c1CC(=O)O | 1627 | 1560
Cn1c(=O)c2c(ncn2CC(=O)N/N=C/C(Br)=C/c2ccccc2)n(C)c1=O | 1748 | 1985
O=C(O)/C=C/C(=O)NNC(=O)c1cc(-c2ccccc2)n[nH]1 | 1701 | 1846
CC1CCN(S(=O)(=O)c2ccccc2[N+](=O)[O-])CC1 | 1541 | 1689
Cn1c(Cn2c(=O)sc3ccccc32)nnc1SCC(=O)NCc1ccc2c(c1)OCO2 | 1681 | 1759
COc1ccc(NS(=O)(=O)c2cccc(C(=O)N/N=C/c3ccccn3)c2)cc1 | 1366 | 1940
COc1ccccc1C(=O)NNC(=O)c1ccc(F)cc1 | 1647 | 1957
c1ccc(N=Nc2cn[nH]c2-c2ccco2)cc1 | 1592 | 1794
Cc1cc(NC(=S)Nc2cccnc2)ccc1Br | 1557 | 1761
O=C(N[C@@H](Cc1ccccc1)C(=O)OCC(=O)N1CCOCC1)c1cccs1 | 1547 | 1726
Cc1ccc(S(=O)(=O)N(C)C)cc1NC(=S)Nc1ccc2cn[nH]c2c1 | 1641 | 1690
COc1ccc(OCC(=O)N2c3ccccc3CCc3ccccc32)cc1 | 1489 | 1845
Cc1ccc(N2C(=O)C(CN3CCCCC3)C2c2ccccc2)cc1 (stereo not drawn) | 1544 | 1954
COCCNC(=O)Nc1ccc(F)cc1 | 1412 | 1764
NCCCC[C@H]1CNC(=S)N1CCc1cccc(F)c1 | 1676 | 1565
CCOc1cc(CNCc2ccc(C(=O)O)cc2)ccc1OC | 1511 | 1813
O=C(Nc1ccc(S(=O)(=O)N2CCCC2)cc1)c1ccc2c(=O)n3c(nc2c1)CCCCC3 | 1548 | 1753
COc1cc(C(=O)Nc2nnc(C(C)(C)C)s2)c([N+](=O)[O-])cc1OC | 1865 | 1820
C=CCNc1nc(Nc2ccc([N+](=O)[O-])cc2)nc(OC)n1 | 1430 | 2220
Cc1ccc(S(=O)(=O)NC(C)(C)CSc2ccccn2)cc1 | 1604 | 1898
Cc1ccc(C)c(N2CC(O)(c3cccs3)[N+]3=C2CCCC3)c1 (stereo not drawn) | 1711 | 1560
COc1ccc(CCC(=O)NC2=NCCS2)cc1OC | 1449 | 1849
CCOC(=O)C1=C(O)C(=O)N(Cc2cccnc2)C1c1ccc(C)cc1 (stereo not drawn) | 1742 | 1593
COc1ccccc1S(=O)(=O)Cc1ccc(C(=O)NCCN2CCCCCC2)o1 | 1455 | 1847
Cc1cc(C)cc(N(C(=O)c2csnn2)C(C(=O)NC(C)(C)C)c2ccncc2)c1 (stereo not drawn) | 1824 | 1888
CCCn1c(=O)c2ccccc2n2c(SCC(=O)N3CCc4ccccc4C3)nnc12 | 1481 | 1596
O=C(CCN1C(=O)c2ccccc2C1=O)NNC(=O)c1ccc(Cl)cc1Cl | 1581 | 2132
COc1ccc(Cl)cc1NC(=O)NCc1ccco1 | 1544 | 1589
Cc1cc(C(=O)N/N=C/c2cn[nH]c2-c2ccccc2)cs1 | 1708 | 1622
Cc1ccc(NC(=O)Cn2cnc3ccccc32)cc1C | 1679 | 1952
Cc1c(N=C2Nc3cccc4cccc2c34)c(=O)n(-c2ccccc2)n1C | 1737 | 2162
Cc1ccccc1NC(=S)N1CCCC1 | 1529 | 1548
C/C(CC(=O)Nc1ccc(Cl)c(C(F)(F)F)c1)=N\NC(=O)c1cc2ccccc2cc1O | 1666 | 1695
O=C(CNc1ccc2ccccc2c1)N/N=C/c1cc2ccccc2nc1Cl | 1564 | 1572
CCN1CCN(Cc2ccc(NC(=O)Nc3ccccc3OC)cc2)CC1 | 1589 | 1769
Cc1cc(-c2n[nH]c(=S)n2/N=C/C(Br)=C/c2ccccc2)n[nH]1 | 1467 | 2016

Going on with the list.
molecule | SRC3 TRFRET art | SRC1 TRFRET art
COc1ccccc1OCCC(=O)OCC(=O)Nc1cc(S(=O)(=O)N(C)C)ccc1Cl | 1476 | 1717
O=C(COC(=O)c1ccc2ccccc2n1)Nc1cccc(S(=O)(=O)NC2=NCCCCC2)c1 | 1528 | 1943
O=S(=O)(c1cccc(-c2cn3cc(Cl)ccc3n2)c1)N1CCOCC1 | 1706 | 2133
Cc1cc(C(=O)NCC(=O)OCC(=O)N(C(C)C)C(C)C)ccc1[N+](=O)[O-] | 1680 | 1677
CCOC(=O)CC(=O)Nc1nnc(CC(C)C)s1 | 1685 | 1648
CCN(CC)CCn1c(SCC(=O)Nc2ccc(F)cc2)nc2c(sc3ccccc32)c1=O | 1680 | 1994
Cn1nc(-c2ccccc2)c(C(=O)NCC(=O)O)c1Cl | 1474 | 1621
COC(=O)CS(=O)(=O)c1ccsc1C(=O)Nc1ccc(F)cc1 | 1528 | 1620
O=C(N/N=C/c1cnc(N2CCOCC2)s1)c1ccccc1 | 1769 | 1988
O=C(COC(=O)c1ccc(Br)cc1)NCCc1ccccc1 | 1615 | 1524
CCCCCC(=O)NC(=S)Nc1ccc(Cl)cn1 | 1753 | 2181
Cc1ccc(N2C(=O)C(NC(=O)c3c(F)cccc3F)(C(F)(F)F)C3=C2CC(C)(C)CC3=O)cc1 (stereo not drawn) | 1505 | 1773
O=C(COC(=O)CCOc1ccccc1)Nc1ncc(Cl)cc1Cl | 1577 | 1723
N#C/C(=C\c1ccc(OCC(N)=O)cc1)c1ccccc1 | 1667 | 2068
Cc1cc(C)cc(OCC(=O)OCC(=O)Nc2c(C)n(C)n(-c3ccccc3)c2=O)c1 | 1344 | 1508
O=C(N/N=C/c1ccc(-c2ccc([N+](=O)[O-])cc2)o1)C(O)c1ccccc1 (stereo not drawn) | 1469 | 1928
CCCc1cc(=O)[nH]c(SCCCCN2C(=O)c3ccccc3C2=O)n1 | 1386 | 1784
CCOC(=O)CN(C)Cc1c[nH]c2ccccc12 | 1514 | 2008
C=CCN(c1ccccc1)S(=O)(=O)c1cccc(C(=O)OCC(=O)NC2CC2)c1 | 1376 | 1917
NS(=O)(=O)c1ccc(CCNC(=O)COC(=O)/C=C/c2ccccc2Cl)cc1 | 1673 | 1888
Cc1ccc(CN2CCNC(=O)C2CC(=O)N(Cc2c(C)nn(C)c2C)C2CC2)o1 (stereo not drawn) | 1715 | 1775
CCC1(C)Cc2[nH]c(=O)c(C#N)cc2CO1 (stereo not drawn) | 1644 | 1838
CC1(C)COC(c2cccc(C3=NC(C)(C)CO3)n2)=N1 | 1316 | 1819
CCCSc1ncnc2sc(C)c(C)c12 | 1570 | 1994
CCN(CC)S(=O)(=O)c1cccc(C(=O)OCC(=O)Nc2ccc3c(c2)c2ccccc2n3CC)c1 | 1879 | 1754
CCOc1ccc(-c2noc(CCC(N)=O)n2)cc1OCC | 1712 | 1781
Cc1ccc(NC(=O)C2CCCN2C(=O)NC2CCCCC2)cc1 (stereo not drawn) | 1599 | 1944
Cc1cc(/C=C2/C(=N)N3C(c4ccccc4)=CSC3=NC2=O)c(C)n1-c1ccccc1 | 1717 | 1718
Cc1c(NC2=C(Cl)C(=O)N(c3ccccc3Cl)C2=O)c(=O)n(-c2ccccc2)n1C | 1668 | 1993
O=[N+]([O-])c1cccc(S(=O)(=O)N2CCCC2)c1 | 1364 | 1404
C#CCNC(=O)C1=C[C@@H](c2csc3ccccc23)[C@H](CCCO)[C@@H](OCC)O1 | 1715 | 1712
N=C(N)SCc1nc2ccccn2c1Br | 1461 | 1660
CCOC(=O)CSCc1nc(-c2ccc(Cl)cc2)oc1C | 1537 | 1935
CC1=NN(C(=O)COc2ccccc2)C(O)(c2cccnc2)C1 (stereo not drawn) | 1595 | 1761
CCOCCCNC(=O)c1cn(CC(C)C)c(=O)c2cc(OC)c(OC)cc12 | 1407 | 1514
O=C(O)c1cn(Cc2ccccc2)nc1-c1cccnc1 | 1522 | 1892
Cc1c(/C=N/NC(=O)C2(O)c3ccccc3-c3ccccc32)cnn1C | 1551 | 1910
COc1ccc(N2C(=S)NC3N2C(=S)NC3(C)c2ccccc2)cc1 (stereo not drawn) | 1594 | 1676
CC1CCN(S(=O)(=O)c2ccc3ncn(CC(=O)N4CCN(C)CC4)c(=O)c3c2)CC1 | 1535 | 1858
O=C(CN1C(=O)CSc2ccc(S(=O)(=O)N3CCOCC3)cc21)NCCCN1CCc2ccccc2C1 | 1492 | 1812
S=C(Nc1ccccc1)N(CCN1CCOCC1)Cc1cccc(Cl)c1 | 1383 | 1777
C/C(N)=C(/C#N)C(=O)COC(=O)c1cccc(O)c1 | 1735 | 2018
Cc1ccc(C(=O)NN2CC(O)=C(c3nc(-c4cccc([N+](=O)[O-])c4)cs3)C2=N)cc1 | 1525 | 1517
CN(C)S(=O)(=O)c1ccc(NC(=O)COC(=O)CC2CC3CCC2C3)cc1 (stereo not drawn) | 1525 | 1831
O=C(C1CCC(Cn2c(=S)[nH]c3ccccc3c2=O)CC1)N1CCN(c2ccccn2)CC1 (stereo not drawn) | 1349 | 1898
Cc1cc(C)c[n+](-c2[nH]c(=O)sc2/C=N/N=C(\N)[S-])c1 | 1473 | 1914
CCOc1cc(NC(=O)C2CC2)c(OCC)cc1NC(=O)CCn1nnc2ccccc21 | 1626 | 1662
COC(=O)C1=NN[C@H](C(=O)OC)[C@H]1c1ccccc1 | 1637 | 1890
COc1cccc(C(=O)OC2CCN(C)CC2)c1 | 1663 | 2088
CCCNS(=O)(=O)c1ccc(N2CCCC2=O)c([N+](=O)[O-])c1 | 1466 | 1636
O=C(CCC(=O)N/N=C/c1ccccc1O)NCc1ccccc1 | 1573 | 1937
CCc1nnc(NS(=O)(=O)c2ccc(N/C=C(\C=O)c3nc4cc(Cl)ccc4o3)cc2)s1 | 1612 | 1449
COc1cccc(/C=N/Nc2nc3ccccc3n3cnnc23)c1 | 1552 | 1643
COc1ccc(N2CCN(C(CNC(=O)C(=O)NCc3ccc4c(c3)OCO4)c3ccco3)CC2)cc1 (stereo not drawn) | 1533 | 1788
C[C@H](O)CC1=C[C@H](O)[C@@H](C)OC1=O | 1594 | 1451
CCOC(=O)N1CCN(S(=O)(=O)c2ccc(F)c(C(=O)Nc3ccc(C)c(Cl)c3)c2)CC1 | 1573 | 1812
COc1ccc(CCn2c(-c3cccc([N+](=O)[O-])c3)nc3nc4ccccc4nc32)cc1OC | 1708 | 1868
CCn1cc(/C=N\NC(=O)c2cc(-c3ccccc3OC)nc3ccccc23)c(C)n1 | 1633 | 1782
O=C(CCCOc1ccccc1)Nc1ccc(S(=O)(=O)Nc2ccccn2)cc1 | 1576 | 1600
CCOC(=O)C(=Nc1ccccc1)NO | 1479 | 1508
COc1ccccc1NS(=O)(=O)c1ccc(C)c(NC(=O)c2ccc(S(=O)(=O)N3CCCCCC3)cc2)c1 | 1684 | 1900
CC(C)(C)c1ccc(CCC(CC(=O)O)CC(=O)O)cc1 | 1746 | 1800
CCOC(=O)c1ccc(NC(=S)N2CCSC2c2ccc(Br)cc2)cc1 (stereo not drawn) | 1581 | 1707

Some of the entries above in a different format:
Each structure is followed by: SRC3 TRFRET art	SRC1 TRFRET art
> CCN1CCN(Cc2ccc(NC(=O)Nc3ccccc3OC)cc2)CC1
→ 1589	1769
> CCOC(=O)N1CCN(S(=O)(=O)c2ccc(F)c(C(=O)Nc3ccc(C)c(Cl)c3)c2)CC1
→ 1573	1812
> CCCNS(=O)(=O)c1ccc(N2CCCC2=O)c([N+](=O)[O-])c1
→ 1466	1636
> C=CCNc1nc(Nc2ccc([N+](=O)[O-])cc2)nc(OC)n1
→ 1430	2220
> N=C(N)SCc1nc2ccccn2c1Br
→ 1461	1660
> COc1cc(C(=O)Nc2nnc(C(C)(C)C)s2)c([N+](=O)[O-])cc1OC
→ 1865	1820
